Assay outcomes: PubChem BioAssay, National Center for Advancing Translational Sciences (NCATS)
Texas Red fluor = qHTS Assay for Spectroscopic Profiling in Texas Red Spectral Region. 59,000 tested, 0.06% active. max dye-equivalent concentration, M. Compound fluorescence, Texas Red channel, 547/618 nm; active compounds read high; in the data active = max dye-equivalent concentration above about 10 nM; inconclusive = between about 1.1 nM and that limit
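Dye-equivalent concentrations come from scaling compound signal (ex 547, em 618 nm) to six Texas Red standard concentrations run on every plate, after 15 min room-temperature incubation in pH 8.0 Tris (100 mM).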
Caspase-7 inhib = qHTS Assay for Allosteric/Competitive Inhibitors of Caspase-7. Potency, µM (highest dose often 57.5 µM), for the others: at the top dose activity change, negative = inhibition, actives largely listed as inhibitors. recombinant caspase-7, Ac-DEVD-AFC fluorescence rate. 75,000 tested, 0.02% active. AID 889, 2007; active = well fitted inhibition curve with a large enough effect in the main read-out, with a control signal flat, not every such curve was filed as active; inconclusive = small, poorly fitted or top-dose-only effect, or a change in a side signal; note: potency is the fitted concentration of half-maximal effect; % of control where 0% means no effect
Caspase-1 inhib = qHTS Assay for Allosteric/Competitive Inhibitors of Caspase-1; P29466; Caspase-1 enzyme, Ac-WEHD-AFC fluorogenic rate; Potency, µM (series often up to 57.5 µM), for the others: at the top dose activity change, negative = inhibition, hits mostly inhibitors; 75,000 tested, 0.03% active; AID 900, 2007;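 note: potency is the fitted concentration of half-maximal effect; plate controls were vehicle for no effect and no substrate for full effect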
4MU fluor = qHTS Assay for Spectroscopic Profiling in 4-MU Spectral Region. compound autofluorescence, 340/450 nm, 4-MU equivalents; active compounds read high. max dye-equivalent concentration, M. 59,000 tested, 11% active. AID 589, 2007; in the data active = max dye-equivalent concentration above about 10 nM; inconclusive = mostly about 1.1 nM to 9.6 nM
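Compounds in 100 mM Tris, pH 8.0, incubated 15 min at room temperature, then fluorescence read at 340 nm excitation/450 nm emission. Signal converted to 4-MU dye-equivalent concentration using an on-plate six-point 4-MU standard curve.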
Rhodamine autofl = qHTS Assay for Spectroscopic Profiling in Rhodamine Spectral Region; AID 594, 2007; Rhodamine-region fluorescence, 547/598 nm, Tris buffer; active compounds read high; 59,000 tested, 0.05% active; max dye-equivalent concentration, M; in the data active = max dye-equivalent concentration above about 11 nM; inconclusive = between about 1.1 nM and that limit
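qHTS spectral profiling of compounds without any target or enzyme present, in pH 8.0 Tris buffer; plates were read after a 15-minute room-temperature incubation using the rhodamine-region filter set.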
HEK293 cAMP cs = qHTS Assay for Agonists of the Thyroid Stimulating Hormone Receptor: Activators of Intracellular cAMP Concentrations in Parental HEK 293; parental HEK293 CNG cAMP sensor, membrane potential fluorescence; Potency, µM (top dose mostly 57.1 µM), inactives show at the highest dose activation, hits mostly activators; 73,000 tested, 2.5% active; AID 938, 2007; note: potency is the fitted concentration of half-maximal effect; % of control where 0% means no effect; nearly all actives have a fitted effect of over 55% in size
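Counterscreen for endogenous-receptor signalling: CNG-channel HEK 293 cells report cAMP rise by membrane depolarization. After 60 min dye equilibration with 100 uM RO 20-1724, compounds incubated 30 min before bottom-read fluorescence at 590 nm.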
Tau filament bind = qHTS Assay for Tau Filament Binding. Microtubule-associated protein tau (Homo sapiens), P10636. recombinant tau filaments, thioflavin S fluorescence, 15 h; filaments grown with octadecylsulfate alongside compound. Potency, µM (doses to about 57.1 µM), inactives show at the highest dose activity change, negative = inhibition. 71,000 tested, 2% active. AID 596, 2007;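 note: potency is the fitted concentration of half-maximal effect; % is set by controls: 0 for no effect and ±100 for the full control effect; actives lower thioflavin S fluorescence by blocking filaments or displacing dye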
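Thioflavine S fluorescence (ex 450, em 510 nm) reports filaments formed from 1 uM human tau plus 30 uM ODS over 15 h at 37 C (10 mM HEPES pH 7.4, 100 mM NaCl, 5 mM DTT); compounds displacing dye or blocking filaments lower signal.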
Fluorescein autfl = qHTS Assay for Spectroscopic Profiling in Fluorescein Spectral Region. max fluorescein-equivalent concentration, M. 59,000 tested, 0.91% active. Compound autofluorescence, 480/540 nm, fluorescein-equivalent; active compounds read high; in the data active = max fluorescein-equivalent concentration above about 10 nM; inconclusive = between about 1.1 nM and that limit
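Compounds (23 nL) in 100 mM Tris pH 8.0, 15 min at room temperature, then fluorescence read at 480 nm excitation/540 nm emission. Signal converted to fluorescein-equivalent concentration from an on-plate fluorescein standard curve.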
ERK AVP block = qHTS Assay for Inhibitors of the ERK Signaling Pathway using a Homogeneous Screening Assay. 72,000 tested, 0.99% active. Potency, µM (doses to about 57.5 µM), for inactives: top-dose activity, negative = inhibition, actives largely listed as inhibitors. HEK293-V1b, vasopressin-stimulated pERK AlphaScreen; note: potency is the fitted concentration of half-maximal effect; % is set by controls: 0 for no effect and ±100 for the full control effect; nearly all actives have a fitted effect of over 55% in size
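Overnight-seeded V1b-HEK293 cells in 1% FBS got compound, then vasopressin (25 nM final, 5 min, 37C), then lysis buffer. AlphaScreen detection of phospho-ERK; activity normalized to basal and full-stimulation controls.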
A350 fluor = qHTS Assay for Spectroscopic Profiling in A350 Spectral Region; Compound autofluorescence, 340/450 nm, Alexa 350 dye-equivalents; active compounds read high; max dye-equivalent concentration, M; 59,000 tested, 11% active; AID 590, 2007; in the data active = max dye-equivalent concentration above about 10 nM; inconclusive = mostly about 1.1 nM to 9.6 nM
FLuc inh = qHTS Assay for Inhibitors of Firefly Luciferase; Luciferin 4-monooxygenase (Photinus pyralis), P08659; purified firefly luciferase, luminescence, 8 min; Potency, µM (series often up to 57.1 µM), inactives show at the highest dose activity change, negative = inhibition, most hits filed as inhibitors; 72,000 tested, 2.2% active; AID 411, 2009; note: potency is the fitted concentration of half-maximal effect; % is set by controls: 0 for no effect and ±100 for the full control effect; nearly all actives have a fitted effect of over 40% in size
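Luminescence read-out after 8 min at room temperature; enzyme reaction used luciferin plus 10 uM ATP (linear range) in imidazole buffer pH 7.2 with KCl, MgCl2, Tween 20 and BSA. Each sample was run as a titration.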
Active calls of the source: *; i = inactive; ? = inconclusive; . = not tested or not shown; ! = not active in a repeat; [ ] = another dose, or the depositor's remark. Unless noted, calls come from the whole dose curve; as a rule, active = well fitted curve in the direction sought with a large enough effect; inconclusive = small, poorly fitted or top-dose-only effect, or another doubt; inactive = no such curve, though single readings can be large; an effect the other way counts as inactive or inconclusive. Only part of the results is shown, so the mix of outcomes need not match the whole.

nr	mol	Texas Red fluor	Caspase-7 inhib	Caspase-1 inhib	4MU fluor	Rhodamine autofl	HEK293 cAMP cs	Tau filament bind	Fluorescein autfl	ERK AVP block	A350 fluor	FLuc inh
1	CCCCCCn1c(O)c(C=NCCCn2ccnc2)c(=O)[nH]c1=O	i	.	.	i	i	.	.	?	.	i	-1%[25.5 µM]
2	O=c1c2ccccc2nc(-c2ccco2)n1-c1cccnc1	.	-1%	-4%	.	.	20%	0%	.	-11%	.	2%
3	O=S1(=O)N(CCN2CC=C(c3c[nH]c4cc(F)ccc34)CC2)c2cccc3c2N1CCC3	i	-10%	-4%	?	i	5%	28%	?	?	?	-3%
4	CC(CO)(CO)N=Cc1c(O)n(-c2cccc3ccccc23)c(=O)[nH]c1=O	.	0%	1%	.	.	-5%	-6%	.	8%	.	0%
5	COc1ccc(C2NCc3ccc4c(c3-n3cccc32)OCO4)cc1OC (configuration not stated)	i	-1%	0%	i	i	19%	2%	i	2%	i	3%
6	Cn1ccnc1P(=S)(c1nccn1C)N1CCOCC1	i	0%	0%	i	i	1%	-1%	i	3%	i	3%
7	CCC(=NC1CC1)c1c(O)n(-c2ccc(OC)cc2)c(=O)[nH]c1=O	?	-1%	-2%	i	i	-8%	6%	i	-15%	?	3%
8	O=c1[nH]c(=O)n(C2CCCCC2)c(O)c1C=NCCCn1ccnc1	i	.	.	?	i	.	.	i	.	?	3%[25.5 µM]
9	COc1cc2c(C(=O)N3CCN(C)CC3)c(C)n(C)c2cc1Br	?	-2%	-7%	i	i	20µM*	25%	?	-14%	i	-4%
10	O=c1[nH]c(=O)n(Cc2ccco2)c(O)c1C=NCCCn1ccnc1	i	.	.	i	i	.	.	i	.	?	2%[25.5 µM]
11	O=[N+]([O-])c1cc(Cl)c(Cl)c(Cl)c1	.	1%	-1%	.	.	18%	8%	.	-11%	.	.
12	COc1ccccc1/C=C1/C(=N/O)C2CCN1CC2	.	1%	-3%	.	.	1%	0%	.	2%	.	-2%
13	CCOC(=O)c1cccc([P+](=O)O)c1	?	-2%	1%	?	i	9%	0%	i	0%	?	5%
14	CCOP(=O)(NC(C)C)Oc1ccc(SC)c(C)c1 (configuration not stated)	.	0%	1%	.	.	?	-8%	.	-10%	.	.
15	CN1CC[C@]2(C)c3cc(O)ccc3N(C)[C@@H]12	i	-5%[25.7 µM]	-16%[25.7 µM]	1e-08M*	i	-2%	32µM*!	?	-7%[25.7 µM]	1.1e-08M*	-1%[11.4 µM]
16	OC1(c2ccc(F)cc2)CCNC1 (configuration not stated)	i	.	.	i	i	.	.	?	.	i	0%[25.5 µM]
17	CC(C)(O)[C@H]1[C@H]2OC(=O)[C@@H]1[C@]1(O)C[C@H]3O[C@]34C(=O)O[C@H]2[C@]14C (tested in a mixture with another compound)	i	0%	-7%	i	i	5%	-7%	?	8%	i	0%
18	COc1cccc(C2=NOC(C(=O)N3CCC4(CC3)OCCO4)C2)c1 (configuration not stated)	i	0%	-1%	i	i	14%	2%	i	1%	i	-18%
19	Cc1nn(Cc2ccccc2)c(C)c1C(=O)OCC(=O)Nc1ccccc1SCC#N	i	-5%	-7%	i	i	?	13%	?	-11%	i	0%
20	CC(C)CN1CCC2(CC1)CCN(C(=O)Oc1ccccc1)CC2	i	4%	-1%	i	i	8%	13%	i	-3%	i	0%[11.4 µM]
21	CC12CCCCC1=[N+]([O-])CN2O (configuration not stated)	i	0%	0%	i	i	7%	-3%	i	17%	i	2%
22	COC(=O)Nc1nc2ccccc2[nH]1	.	-1%	-1%	.	.	15%	1%	.	5%	.	.
23	O=C(c1ccc2c(c1)ncn2C1CCCCC1)N1CCC2(CC1)OCCO2	i	-2%	1%	i	i	14%	0%	i	19%	i	-4%
24	CCCCCCn1c(O)c(C=NC2CCN(Cc3ccccc3)CC2)c(=O)[nH]c1=O	i	.	.	i	i	.	.	i	.	i	1%[25.5 µM]
25	COc1ccc(C2NCc3ccc4c(c3-n3cccc32)OCO4)cc1O (configuration not stated)	i	-3%	-4%	i	i	?	-11%	i	-11%	i	0%

(list continues)
nr	mol	Texas Red fluor	Caspase-7 inhib	Caspase-1 inhib	4MU fluor	Rhodamine autofl	HEK293 cAMP cs	Tau filament bind	Fluorescein autfl	ERK AVP block	A350 fluor	FLuc inh
26	O=C(c1ccc2c(=O)n(Cc3ccc4c(c3)OCO4)c(=S)[nH]c2c1)N1CCC2(CC1)OCCO2	i	-7%	-5%	i	i	10%	25%	i	?	i	4%
27	CCCCOCCCn1c(N)c(C(=O)OCCOC)c2nc3ccccc3nc21	i	.	.	3.2e-06M*	i	.	.	i	.	3.7e-06M*	2%[25.5 µM]
28	CNC(=O)N(C)c1nnc(C(C)(C)C)s1	i	-1%	2%	i	i	.	.	i	-4%	i	2%[25.5 µM]
29	c1ccc(C2CO2)cc1 (configuration not stated)	.	1%	-2%	.	.	8%	5%	.	13%	.	.
30	Cn1c(O)c(C(=NCCN2CCCCC2)c2ccccc2Cl)c(=O)n(C)c1=O	.	-1%	-7%	.	.	-3%	45%	.	-8%	.	0%
31	c1cc(CN2CCCC3(CCNCC3)C2)ccn1	i	1%	-1%	i	i	23%	-13%	i	24%	i	2%[11.4 µM]
32	C=CCn1c(O)c(C(C)=NCCN2CCOCC2)c(=O)[nH]c1=O	i	-1%	-3%	1.6e-08M*	i	6%	-8%	?	-5%	2.2e-08M*	6%
33	N[C@H](Cn1cc(I)c(=O)[nH]c1=O)C(=O)O	i	.	.	i	i	6%	-2%	?	.	i	1%
34	CO	.	1%	-5%	.	.	-30%	0%	.	-3%	.	.
35	COC(=O)C(c1ccccc1)N1CCCCCC1 (configuration not stated)	i	.	.	i	i	.	.	?	.	i	3%[25.5 µM]
36	COC[C@@H]1OC(=O)c2coc3c2[C@]1(C)C1=C(C3=O)[C@H]2CCC(=O)[C@]2(C)C[C@@H]1OC(C)=O	?	.	.	i	i	8%	38%	?	.	i	-6%
37	O=c1[nH]c(=O)n(Cc2ccc(F)cc2)c(O)c1C=NCCN1CCCCC1	i	-4%	-2%	i	i	21%	-10%	i	-11%	i	2%
38	CC(=NCCCN1CCOCC1)c1c(O)n(Cc2ccccc2)c(=O)[nH]c1=O	i	0%	-3%	1.4e-08M*	i	2%	8%	?	-9%	1.8e-08M*	0%
39	COc1ccc(C(=O)C(Cc2ccccc2)N(C)C)cc1 (configuration not stated)	i	-3%	0%	i	i	17%	?	i	-15%	i	1%
40	OC(c1ccc(F)cc1)C(c1ccccc1)N1CCOCC1 (configuration not stated)	i	.	.	i	i	.	.	i	.	i	1%[25.5 µM]
41	Cc1cccn2c(=O)c(C=Nc3ccccc3)c(NCc3ccco3)nc12	i	-3%	-5%	3e-08M*	i	?	-25%	i	-22%	3e-08M*	-2%
42	O=c1[nH]c(=O)n(CCC2=CCCCC2)c(O)c1C=NC1CCN(Cc2ccccc2)CC1	i	-1%	-2%	i	i	?	7%	i	-20%	i	1%
43	COc1ccc(C2=NCC(=O)N(CC(=O)NCc3ccco3)c3sc4c(c32)CCCC4)cc1	?	-6%	-4%	i	i	19%	20%	?	-8%	i	-1%
44	CCC(C)(C)n1nnnc1C(c1cccc(C#N)c1)N1CCN(c2cc(C)ccc2C)CC1 (configuration not stated)	i	8%	1%	i	i	?	-17%	i	19%	i	6%
45	CN1Cc2ccccc2[C@@H]2c3cccc4[nH]cc(c34)C[C@H]21	.	-19%	-11%	.	.	-11%	25µM*	.	?	.	1%
46	O=C(COc1ccc(Cl)cc1)N1CCN(Cc2ccccc2)CC1	.	-5%	1%	.	.	8%	-1%	.	-5%	.	-2%
47	Oc1c(Cl)cc(Cl)cc1CN1CCN(Cc2ccccc2)CC1	.	-1%	-9%	.	.	13%	-8%	.	-18%	.	-2%
48	CC(C)[C@@]1(NC(=O)[C@@H]2C[C@H]3c4cccc5[nH]cc(c45)C[C@@H]3N(C)C2)O[C@]2(O)[C@H]3CCCN3C(=O)[C@H](Cc3ccccc3)N2C1=O	?	-1%[25.7 µM]	-5%[25.7 µM]	i	i	-3%[25.6 µM]	0%[25.6 µM]	i	13%[25.7 µM]	i	0%[25.5 µM]
49	O=C(CN1CC=C(c2ccccc2)CC1)NC(=O)NCc1ccco1	i	-15%	-10%	i	i	12%	-13%	i	5%	?	1%
50	Cc1ccc(C2(O)CC(C)N(C)CC2C)cc1 (configuration not stated)	i	6%	4%	i	i	1%	5%	?	2%	i	5%
51	CC1=NOC2(C)Nc3ncnn3C(c3ccccc3)C12 (configuration not stated)	i	.	.	?	i	.	.	i	.	?	-1%[25.5 µM]
52	CC1(C)CN=C(Nc2nc3ccccc3s2)S1	i	-1%	0%	i	i	24%	-7%	i	-3%	i	16µM*
